Screening data as filed in PubChem.
ELG1 genotox: inducers of genotoxicity in HEK293T ELG1-luciferase cells; HEK293T ELG1-luciferase reporter, luminescence, 16 h; Potency, µM (titrated, usually from 46 µM), without a hit: at the top dose activity change, positive = activation, actives largely listed as activators; 1.3% of 330,000 active; further: % of control where 0% means no effect; nearly all actives have a fitted effect of over 60% in size
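Genotoxicity was scored as increased ELG1-luciferase reporter signal, measured by ONE-Glo luminescence (30 min, room temperature). Compound or vehicle exposure of the HEK293T reporter cells lasted 16 hr at 37°C.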
Rab9 prom act: activates the Rab9 promoter. Huh7 Rab9 promoter-luciferase reporter, luminescence, 24 h. Potency, µM (highest dose often 9.22 µM), for inactives: at the top dose activation, negative = inhibition, usual class: activators. 2.8% of 320,000 active. AID 485297; further: % of control where 0% means no effect; nearly all actives have a fitted effect of over 60% in size
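Luciferase signal after 10 min detection reagent at ambient indicates Rab9 promoter upregulation; stably transfected Huh7 cells were treated 24 h with compound in DMSO at 37 °C, 5% CO2.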
uPA generation: blocks generation of uPA at the cell surface; cell surface uPA generation assay, qHTS; Potency, µM (highest dose often 38.3 µM), for the others: at the highest dose activity change, negative = inhibition, usual class: inhibitors; 0.31% of 330,000 active; AID 540303; active means well fitted inhibition curve with a large enough effect; inconclusive means small, poorly fitted or top-dose-only effect; inactive means no such curve, though single readings can be large or run the other way; tested in mouse RAW 264.7 cells; further: on the % scale 0 is the no-effect control and ±100 the full control effect; nearly all actives have a fitted effect of over 55% in size
RORg inh: inhibitors of mouse ROR gamma transcriptional activity | Drosophila S2 Gal4-RORgamma UAS-luciferase reporter, 20 h | Potency, µM (doses to about 53.6 µM), inactives show at the highest dose activity change, negative = inhibition, actives largely listed as inhibitors | 5.4% of 310,000 active; further: on the % scale 0 is the no-effect control and ±100 the full control effect; nearly all actives have a fitted effect of over 60% in size
Target sequence (P51450 whole entry, looked up, the tested form may be a part): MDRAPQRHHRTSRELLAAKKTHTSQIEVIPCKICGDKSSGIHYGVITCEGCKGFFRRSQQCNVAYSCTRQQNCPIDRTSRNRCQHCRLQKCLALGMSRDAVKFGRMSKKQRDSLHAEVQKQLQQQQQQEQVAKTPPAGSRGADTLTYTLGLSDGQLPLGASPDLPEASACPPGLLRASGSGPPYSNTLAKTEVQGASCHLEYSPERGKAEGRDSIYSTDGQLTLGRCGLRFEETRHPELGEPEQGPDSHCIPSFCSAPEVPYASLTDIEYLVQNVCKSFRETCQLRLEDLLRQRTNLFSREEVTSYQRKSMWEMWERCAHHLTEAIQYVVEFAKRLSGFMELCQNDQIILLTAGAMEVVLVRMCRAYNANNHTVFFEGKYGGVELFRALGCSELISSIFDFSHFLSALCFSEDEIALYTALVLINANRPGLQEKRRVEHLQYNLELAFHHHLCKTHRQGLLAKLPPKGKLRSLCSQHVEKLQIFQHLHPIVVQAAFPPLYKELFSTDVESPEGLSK
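Read-out: Photinus luciferase luminescence; inhibitors lower reporter signal. Insect Schneider cells with Gal4-ROR gamma fusion under metallothionein promoter, UAS reporter; 700 uM final copper sulfate induction, 20 hr, ambient temperature.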
NPC1 prom act: activators of NPC1 promoter. Potency, µM (titrated, usually from 9.22 µM), without a hit: at the highest dose activation, actives largely listed as activators. Huh7 NPC1 promoter luciferase reporter, 24 h. 2.4% of 320,000 active;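 further: % of control where 0% means no effect; nearly all actives have a fitted effect of over 60% in size; reporter is driven by a mutant NPC1 promoter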
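Luciferase expression driven by the NPC1 promoter was measured in stably transfected Huh7 cells after a 24 h compound incubation, using a luciferase reagent and a luminescence read.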
Gal4-VP16 FLuc: counter-screen for ROR gamma inhibitors: Gal4-VP16 reporter | Drosophila S2 Gal4-VP16 UAS-luciferase, luminescence, 20 h | Potency, µM (doses to about 53.6 µM), without a hit: at the highest dose activity, negative = inhibition, usual class: inhibitors | 3.5% of 310,000 active | AID 2546;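 further: Gal4-VP16 expression switched on by copper sulfate through the metallothionein promoter; on the % scale 0 is the no-effect control and ±100 the full control effect; nearly all actives have a fitted effect of over 50% in size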
BRCA1 expr act: BRCA1 expression activation | MCF7-BRCA1-FFLuc reporter, luminescence, 48 h; response scale: scaled: vehicle 0%, 10 µM genistein 100% | Potency, µM (doses to about 46.1 µM), inactives show top-dose activation, hits mostly activators | 1.1% of 380,000 active | AID 624202; further: nearly all actives have a fitted effect of over 80% in size; some results filed as inactive show a strong effect at the top dose
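Cells: MCF7-BRCA1-FFLuc, 2000/well. Exposure: 48 h, 37 °C, 5% CO2. Read: luminescence, 15 min post-substrate. Controls: genistein 10 microM (maximal activation), DMSO (neutral).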
FLuc counter: firefly luciferase modulation, counter-screen for miR-21 project; AID 588342; Potency, µM (highest dose often 57.5 µM), for inactives: top-dose activity change, negative = inhibition, actives largely listed as inhibitors; 6.9% of 360,000 active; purified FLuc, Km substrates, luminescence inhibition;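 further: plate controls were vehicle for no effect and reference inhibitor for full effect; nearly all actives have a fitted effect of over 55% in size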
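Purified P. pyralis luciferase (10nM final) with 10uM D-luciferin and 10uM ATP (Km levels) in 50mM Tris acetate pH 7.5, 10mM Mg acetate, 0.01% Tween-20, 0.05% BSA; qHTS 6-point titration, ~60 µM downward; luminescence read.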
p53 reactivation: mutant p53 re-activation in reporter cells | H1299 p53-A138V BP100-luciferase reporter, luminescence, 24 h | Potency, µM (top dose mostly 92.2 µM), inactives show top-dose activity change, positive = activation, most hits filed as activators | 0.063% of 320,000 active; further: % of control where 0% means no effect; nearly all actives have a fitted effect of over 45% in size
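H1299 (p53-null), stable ts p53-A138V + BP100-Luc; 1000 cells/well, Opti-MEM/10% FBS; cpd 4 pt, 1:5; 24 h, 37 deg C, 5% CO2; detection reagent 10 min RT; luminescence.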
MBNL1 CUG block: blocks human MBNL1 binding to CUG repeat RNA; Q9NR56; TR-FRET MBNL1-His/biotin-(CUG)12 binding, 665/545 ratio; Potency, µM (highest dose often 57.5 µM), without a hit: top-dose activity change, negative = inhibition, actives largely listed as inhibitors; 0.036% of 280,000 active; active means well fitted inhibition curve with a large enough effect in the signal ratio, with a control signal flat, not every such curve was filed as active; inconclusive means small, poorly fitted or top-dose-only effect, or effect the other way, or a change in a side signal; inactive means no such curve, though single readings can be large or run the other way; the % refers to the signal ratio; further: on the % scale 0 is the no-effect control and ±100 the full control effect
Target sequence (Q9NR56 whole entry, looked up): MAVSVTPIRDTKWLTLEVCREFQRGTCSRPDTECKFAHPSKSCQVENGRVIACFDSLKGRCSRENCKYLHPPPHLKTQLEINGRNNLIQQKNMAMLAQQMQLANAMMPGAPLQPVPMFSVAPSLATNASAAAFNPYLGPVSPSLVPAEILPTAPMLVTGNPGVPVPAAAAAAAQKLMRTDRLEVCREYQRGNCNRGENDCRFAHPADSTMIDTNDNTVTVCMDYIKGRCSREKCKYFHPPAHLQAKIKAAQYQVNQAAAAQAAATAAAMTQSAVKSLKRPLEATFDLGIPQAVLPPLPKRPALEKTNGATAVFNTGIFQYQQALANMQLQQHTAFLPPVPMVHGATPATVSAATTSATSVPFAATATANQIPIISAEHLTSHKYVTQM
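MBNL1-His + Biotin-(CUG)12, cpd titration 92 nM–58 uM; Tb anti-His Ab 0.055 ng/ul, SA-XL665 5 nM (final); 60 min RT; ratiometric 665/545 nm, Ex 340 nm; normalized to buffer and full-complex controls.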
An asterisk follows results filed as active; ? = inconclusive; . = no result given; [ ] = another dose, or the depositor's remark. Unless noted, the call rests on the fitted dose curve; in most records, active means well fitted curve in the direction sought with a large enough effect; inconclusive means small, poorly fitted or top-dose-only effect, or another doubt; inactive means no such curve, though single readings can be large; an effect the other way counts as inactive or inconclusive. Potency means the concentration at half of the fitted maximal effect.

SMILES	ELG1 genotox	Rab9 prom act	uPA generation	RORg inh	NPC1 prom act	Gal4-VP16 FLuc	BRCA1 expr act	FLuc counter	p53 reactivation	MBNL1 CUG block
CCCn1ncc(CN2CCC(CO)(Cc3ccc(OC)cc3)CC2)c1C	2.4%	-3.0%	2.8%	1.5%	-2.1%	-3.4%	-7.0%	-0.2%	-0.4%	7.5%
CCOC(=O)C1=C(C)Nc2nnnn2C1c1c[nH]c2ccccc12 (stereo not given)	-3.4%	5.7%	.	49.0%	0.3%	22.4µM*	.	-10.5%	-0.7%	-5.1%
O=C(CN1CCCCCC1=O)OCc1ncc(-c2ccccc2)o1	?	3.1%	0.0%	3.4%	1.0%	28.0%	20.8%	-12.3%	-0.1%	-0.4%
COc1ccc(N2CCN(C(=O)c3ccc(N4CCCCS4(=O)=O)cc3)CC2)cc1	-5.0%	4.5%	-13.5%	29.1%	0.1%	-0.7%	29.3%	-1.0%	-3.3%	2.9%
CC(c1ccccc1)N(CCC(c1ccccc1)C1CCOC(C)(C)C1)C(=O)c1ccco1 (stereo not given)	-12.0%	1.0%	0.1%	64.0%	-0.5%	?	-54.9%	-1.2%	-17.4%	?
Cc1ccc(C2(c3ccc(C)cc3)CC2C(=O)NC(C)C)cc1 (stereo not given)	0.0%	-4.7%	2.0%	2.2%	-0.2%	0.9%	-24.4%	2.3%	-4.8%	3.8%
COc1ccc2c(c1OC)CCC2=O	0.4%	-2.2%	-5.7%	28.6%	-3.8%	-20.1%	-6.1%	1.0%	4.7%	1.3%
Cc1ccccc1-n1ccnc1SCC(=O)NCC1CCCO1 (stereo not given)	-0.9%	-9.3%	-1.0%	-0.9%	0.1%	-4.4%	14.0%	-3.2%	-8.6%	-4.6%
CN(C)Cc1c(C(C)(C)O)[nH]c2ccc(C(F)(F)F)cc12	-0.8%	.	-16.3%	.	.	.	-9.4%	.	-2.2%	.
CN1C(=O)[C@H](Cc2ccc([N+](=O)[O-])cc2)NC1=S	-7.2%	0.6%	-7.5%	?	-6.3%	?	-23.7%	3.0%	4.0%	?
N=C1C(c2nc3ccccc3s2)=C(O)CN1Cc1ccccc1	10.5%	15.4%	-12.3%	7.9%	-11.2%	7.7%	-2.0%	?	?	26.4%
O=C(NCc1ccccc1)c1ccc2nnsc2c1	-2.4%	-0.4%	-2.8%	21.1%	-0.2%	2.5%	-18.4%	4.5%	4.2%	-5.2%
Cc1ccc(-n2c(C)cc(C(=O)COc3cccnc3[N+](=O)[O-])c2C)cc1	?	-4.7%	-16.1%	?	-1.7%	?	-55.1%	16.9µM*	?	3.2%
CC(C)OC(=O)c1ccc(NC(=O)C2C3CC4OC(=O)C2C4C3)cc1 (stereo not given)	11.9%	2.82µM*	-0.3%	?	?	-3.7%	7.08µM*	21.3µM*	?	8.0%
COc1ccc(S(=O)(=O)N2CCOCC2)cc1NC(=O)CN1CCCc2ccccc21	-1.6%	.	5.7%	.	.	.	-32.1%	.	-6.7%	.
COc1ccccc1NC(=S)N1CCn2cccc2C1c1cccnc1 (stereo not given)	12.5%	-1.9%	0.6%	-9.9%	-1.9%	-2.7%	-12.1%	4.5%	0.4%	-3.4%
CN1CCN(C(=O)N2c3ccccc3CCc3ccccc32)CC1	-0.1%	9.9%	-0.6%	21.4%	-2.5%	0.2%	0.6%	-2.6%	-0.9%	-7.7%
O=C(NC1CCCC1)C1CCN(C(=O)c2cccc(Cl)c2)CC1	-1.2%	-1.2%	-1.2%	0.9%	-3.1%	7.6%	-32.1%	0.6%	-1.9%	-6.5%
CNS(=O)(=O)c1cc(OC)ccc1OC	0.3%	-5.9%	-2.6%	-29.2%	-0.5%	-2.1%	3.6%	-0.4%	-4.9%	20.6%
O=c1[nH]c(CN2CCC(c3nc4ccccc4s3)CC2)nc2sc3c(c12)CCC3	1.0%	5.1%	.	-18.2%	1.4%	-0.7%	.	11.0%	0.9%	0.1%
Cc1ccc(C(NC(=O)N2CCOCC2)=C(Cl)Cl)cc1F	-8.7%	2.8%	?	22.4µM*	-2.3%	2.24µM*	-33.4%	0.8%	-15.3%	-3.1%
COC(=O)C(/C=N/OCc1ccc([N+](=O)[O-])cc1)NC(=O)c1cccc(Cl)c1 (stereo not given)	-0.4%	-6.0%	3.6%	18.1%	-1.4%	13.2%	-0.7%	-2.0%	-5.0%	12.7%
CCOc1ccc(NC(=O)CN(C)C(=O)c2sc3ccccc3c2Cl)cc1OCC	-7.0%	1.2%	-3.7%	.	-2.3%	.	-1.6%	3.6%	-7.9%	.
c1ccc(-c2cccc(-c3ccccn3)n2)nc1	?	-10.1%	.	?	8.8%	-11.6%	-89.2%[inhibitor]	?	30.0%	19.3%
CNc1nc(SCC(=O)Nc2ccccc2)nc(N2CCOCC2)n1	6.4%	-4.0%	-7.2%	-1.3%	-1.7%	0.3%	-11.5%	6.2%	-8.2%	-1.7%
The results go on:
SMILES	ELG1 genotox	Rab9 prom act	uPA generation	RORg inh	NPC1 prom act	Gal4-VP16 FLuc	BRCA1 expr act	FLuc counter	p53 reactivation	MBNL1 CUG block
Cc1nc(NC(=O)c2ccccc2)sc1-c1csc(Nc2ccc(F)cc2)n1	-11.5%	-1.5%	.	24.3%	-4.6%	?	.	7.57µM*	4.0%	170.4%[activator]
Cc1ccc(C)c(OCCn2nnc3ccccc32)c1	12.9%	23.6%	-10.3%	.	5.5%	.	99.2%	?	.	3.1%
COc1cc(OC)cc(-c2nc3nc(C)c(CCC(=O)NCc4ccco4)c(C)n3n2)c1	-4.4%	-4.5%	2.5%	41.1%	2.6%	5.2%	-20.2%	3.7%	-22.1%	-4.0%
C/C(Cn1nc([N+](=O)[O-])cc1C)=N\NC(=O)COc1ccccc1[N+](=O)[O-]	5.3%	-0.3%	14.8%	2.2%	-5.4%	?	-11.0%	-2.8%	-8.8%	?
CC1C(=O)N2CCCc3cc(S(=O)(=O)N4CCCCC4)cc1c32 (stereo not given)	0.9%	5.4%	-1.3%	.	-4.5%	.	-13.5%	?	-0.9%	.
COc1cccc(OC)c1C(=O)Nc1ccc2c(c1)Cc1ccccc1-2	16.6%	?	1.5%	17.5%	25.2%	-8.8%	9.4%	?	2.7%	-0.5%
Cc1nonc1NCn1nnc2ccccc21	0.3%	-28.2%	6.4%	-7.9%	2.8%	3.4%	21.4%	2.0%	?	-10.2%
FC(F)(F)c1ccc2c3n(nc2c1)CCN=C3c1ccc(Cl)cc1	0.0%	4.4%	15.0%	.	9.7%	.	-26.3%	-18.9%	8.7%	.
CC(C)(C)N1C(=O)c2ccc(C(=O)NCc3ccco3)cc2C1=O	3.8%	-3.3%	-1.1%	?	0.6%	9.7%	-5.1%	-0.7%	20.8%	?
CCOC(=O)c1ccc(NC(=O)c2sc3nc(N4CCOCC4)c4c(c3c2N)CCCC4)cc1	-1.4%	-3.7%	6.2%	-10.7%	-10.3%	-9.8%	-22.9%	-1.4%	-1.9%	4.9%
CC(=O)NN1CCc2cc3ccc(C)cc3nc21	-2.2%	-1.7%	-5.5%	2.2%	-1.4%	-1.1%	28.0%	-2.4%	6.0%	-1.1%
Cc1cc(=S)cc(C)n1CCCO	2.8%	-0.8%	0.8%	-6.1%	-3.3%	-0.8%	4.5%[1.84 µM]	0.8%	1.8%	2.4%
CC1CCc2nc(NC(=O)c3ccc(S(=O)(=O)N4CCCc5ccccc54)cc3)sc2C1 (stereo not given)	-2.6%	-31.2%[inhibitor]	-6.3%	6.31µM*	-20.7%	-20.4%	-41.1%	2.7%	-9.5%	2.8%
COC(=O)C1(CCSC)NC(c2ccc(OC)cc2OC)C2C(=O)N(c3cccc(C(C)=O)c3)C(=O)C21 (stereo not given)	-2.9%	?	2.8%	?	1.8%	0.1%	2.2%	0.1%	-25.8%	4.3%
CC1(C)CN=C(N(C(=O)Nc2ccccc2)c2ccccc2F)S1	4.7%	-1.5%	-0.3%	-0.6%	-2.6%	26.5%	2.6%	-4.4%	1.5%	-9.2%
Cc1nn(-c2ccccc2)c(C)c1/C=N/NC(=O)c1cc(-c2ccc(Cl)s2)[nH]n1	-8.5%	-19.1%	.	?	-24.9%	-21.8%	-93.4%	10.7µM*	-4.5%	-5.7%
N#Cc1ccccc1NC(=O)CSc1nnc(-c2ccc(F)cc2)n1-c1ccccc1	-4.4%	16.2%	13.4%	41.3%	14.1%	-6.3%	-35.5%	0.0%	-3.4%	-1.9%
CC(=O)CCC(=O)N1CCCC(CNC(=O)c2ccc(-c3ccccc3)cc2)C1 (stereo not given)	4.5%	25.2%	?	23.9%	16.8%	-10.2%	84.2%	10.7µM*	3.8%	-7.8%
COC(=O)[C@H](Cc1ccc(O)cc1)NC(=O)Cn1cnc2c(NCc3ccccc3)ncnc21	-3.6%	.	4.3%	.	.	.	0.8%	.	5.6%	.
CC1(C)CC(=O)c2sc(NC(=O)CN3CCOCC3)nc2C1	-2.7%	-0.1%	3.4%	8.1%	-0.9%	-0.6%	-4.5%	-0.3%	2.8%	7.1%

Hits appear at their usual frequency. Share with any hit: about 13%.
